Screening results as filed in PubChem BioAssay.
aSyn rescue – qHTS of alpha-syn Inhibitors | actives 0.14% (n = 370,000) | Potency, µM (highest dose often 46.1 µM), without a hit: top-dose growth rescue (activation), most hits filed as activators | Yeast expressing alpha-synuclein, growth rescue, BacTiter-Glo, 24 h; note: potency is the fitted concentration of half-maximal effect; % of control where 0% means no effect; nearly all actives have a fitted effect of over 65% in size
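Screening used galactose-induced yeast with toxic alpha-synuclein levels, exposed to compound for 24 hr at 30 deg C. Cell growth, read with BacTiter-Glo luminescence, gave the measured signal.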
DRD3 agonist – qHTS of D3 Dopamine Receptor Agonist: qHTS. D3R DiscoveRx beta-arrestin cells, luminescence, 90 min. actives 0.58% (n = 410,000). D(3) dopamine receptor (Homo sapiens), P35462. max activation, %; in the data active = max activation above about 30%; note: 0% is about no effect; mostly tested at two doses, the higher about 12 µM
Target sequence (P35462 whole entry, looked up): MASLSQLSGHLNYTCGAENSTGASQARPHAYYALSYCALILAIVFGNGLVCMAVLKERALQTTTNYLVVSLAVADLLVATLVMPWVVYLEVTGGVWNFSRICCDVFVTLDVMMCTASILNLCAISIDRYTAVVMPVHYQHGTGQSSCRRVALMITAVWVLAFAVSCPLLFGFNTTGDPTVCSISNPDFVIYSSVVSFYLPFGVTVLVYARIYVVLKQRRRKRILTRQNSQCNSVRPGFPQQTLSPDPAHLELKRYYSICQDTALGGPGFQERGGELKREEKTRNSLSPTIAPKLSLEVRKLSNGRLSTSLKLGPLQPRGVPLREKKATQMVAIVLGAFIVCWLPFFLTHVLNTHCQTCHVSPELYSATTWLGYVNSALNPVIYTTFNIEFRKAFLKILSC
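Agonist mode: compounds and dopamine controls were applied to plated cells for 90 min at 37 degrees C after an overnight attachment at 1500 cells/well. Luminescent read-out followed 30 - 60 minutes at room temperature with DiscoveRx detection reagent.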
TDP43 rescue – qHTS of TDP-43 Inhibitors. TDP-43 expressing yeast growth rescue, BacTiter-Glo, 24 h. Potency, µM (highest dose often 46.1 µM), without a hit: top-dose growth rescue (activation), most hits filed as activators. actives 1.8% (n = 410,000); note: potency is the fitted concentration of half-maximal effect; % of control where 0% means no effect; nearly all actives have a fitted effect of over 50% in size
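Yeast cells expressing TDP-43 under galactose induction are exposed to compounds for 24 hr at 30 deg C. BacTiter-Glo luminescence measures growth, so protective compounds score as activators.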
GLP1R inv ag – qHTS of GLP-1 Receptor Inverse Agonists (Inhibition Mode); Glucagon-like peptide 1 receptor (Homo sapiens), P43220; HEK293 GLP-1R CRE-luciferase, luminescence, 24 h; GLP-1R form is constitutively active; Potency, µM (series often up to 38.3 µM), for the others: at the top dose activity change, negative = inhibition, hits mostly inhibitors; AID 624417, 2012; actives 1.6% (n = 410,000); note: potency is the fitted concentration of half-maximal effect; % is set by controls: 0 for no effect and ±100 for the full control effect; nearly all actives have a fitted effect of over 55% in size
Target sequence (P43220 whole entry, looked up): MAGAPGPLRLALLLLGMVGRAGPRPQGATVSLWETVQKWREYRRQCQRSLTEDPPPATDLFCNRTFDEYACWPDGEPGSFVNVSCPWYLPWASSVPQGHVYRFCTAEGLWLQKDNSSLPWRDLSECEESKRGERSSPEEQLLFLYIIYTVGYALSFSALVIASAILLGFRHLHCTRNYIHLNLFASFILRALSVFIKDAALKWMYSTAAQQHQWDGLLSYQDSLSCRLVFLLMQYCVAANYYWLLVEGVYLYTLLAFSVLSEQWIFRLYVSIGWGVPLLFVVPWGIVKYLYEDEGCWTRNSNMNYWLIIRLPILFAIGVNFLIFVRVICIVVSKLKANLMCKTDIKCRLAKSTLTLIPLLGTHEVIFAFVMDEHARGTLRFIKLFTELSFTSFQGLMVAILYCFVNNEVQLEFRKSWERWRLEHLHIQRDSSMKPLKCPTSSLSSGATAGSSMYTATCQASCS
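Inverse agonism was detected as reduced cAMP-driven luciferase luminescence after 24 h compound treatment. The cells were HEK293 clones expressing constitutively active human GLP-1R with the reporter. Reporter-only and GPR119 cell lines served as counterscreen controls.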
KB-V1 cytotox – qHTS assay for MDR1-selective chemotherapeutics: Primary screen using the drug-selected MDR subline cells KB-V1; KB-V1 MDR cells viability, CellTiter-Glo, 72 h; Potency, µM (highest dose often 46.1 µM), inactives show at the highest dose activity change, negative = cytotoxicity, most hits filed as cytotoxic; actives 3.4% (n = 400,000); AID 1347076, 2019; note: potency is the fitted concentration of half-maximal effect; % is set by controls: 0 for no effect and ±100 for the full control effect; nearly all actives have a fitted effect of over 60% in size
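Luminescent ATP read-out (CellTiter-Glo, 10 min) measures survival of drug-selected KB-V1 MDR cells after 72 h, 37 degrees C compound exposure. Medium: phenol-red-free DMEM, 10% FBS. Values from fitted concentration-response curves.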
D3 antag – qHTS of D3 Dopamine Receptor Antagonist: qHTS; max response, negative = inhibition, %; D3R cells, DiscoveRx beta-arrestin luminescence, antagonist mode; hits give low values; actives 2.5% (n = 360,000); in the data active = max response below about -50%; inconclusive = no clear call, values can overlap the other calls; note: % is set by controls: 0 for no effect and ±100 for the full control effect; mostly tested at two doses, the higher about 12 µM
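Cells plated overnight at 1500 cells/well, then exposed to library compounds with dopamine controls for 90 minutes at 37 degrees C. DiscoveRx reagent added for 30–60 minutes at room temperature; luminescence read, quantitative HTS format.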
GLP1R ag – qHTS of GLP-1 Receptor Agonists. Potency, µM (series often up to 45.6 µM), without a hit: top-dose activation, most hits filed as activators. actives 0.007% (n = 380,000). AID 624172, 2012. HEK293 GLP-1R CRE-luciferase, luminescence, 4-6 h; cells express a hypersensitive GLP-1R form. Glucagon-like peptide 1 receptor (Homo sapiens), P43220; note: potency is the fitted concentration of half-maximal effect; % of control where 0% means no effect
PTHR1 ag – qHTS for PTHR1 Agonists: Primary Screen; actives 0.075% (n = 410,000); Potency, µM (series often up to 115 µM), inactives show at the top dose activation, hits mostly activators; HEK293 GP2 PTHR1 cells, GloSensor cAMP luminescence, 1 h; note: potency is the fitted concentration of half-maximal effect; nearly all actives have a fitted effect of over 55% in size; some results filed as inactive show a strong effect at the top dose; inactives centre near -15; many of its hits are not listed in these tables
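HEK-293-derived GP2 cells expressing PTHR1 and a GloSensor cAMP reporter, 3,000/well, plated overnight, given luciferin plus IBMX (each 0.5 mM as added) for 1 h at 37 °C, then compound for 1 h at 37 °C. Luminescence was read after 15 min at room temperature.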
HEK293 tox – qHTS of GLP-1 Receptor Inverse Agonists: Cytotox Screen; actives 0.13% (n = 410,000); HEK293 cAMP-luciferase reporter cells, luminescence, 24 h; Potency, µM (titrated, usually from 38.3 µM), for the others: at the highest dose activity change, negative = inhibition, actives largely listed as inhibitors;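 note: loss of luciferase light is scored as toxicity; potency is the fitted concentration of half-maximal effect; % is set by controls: 0 for no effect and ±100 for the full control effect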
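Compound-treated cells are incubated 24 hr at 37 deg C under 5% CO2 after a 12 hour attachment period, then luciferase detection reagent is added and luminescence is measured following 12 min at room temperature; lowered signal indicates toxicity.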
An asterisk follows results filed as active; i = inactive; ? = inconclusive; . = not tested or not shown; [ ] = another dose, or the depositor's remark. Unless noted, calls come from the whole dose curve; as a rule, active = well fitted curve in the direction sought with a large enough effect; inconclusive = small, poorly fitted or top-dose-only effect, or another doubt; inactive = no such curve, though single readings can be large; an effect the other way counts as inactive or inconclusive.

SMILES | aSyn rescue | DRD3 agonist | TDP43 rescue | GLP1R inv ag | KB-V1 cytotox | D3 antag | GLP1R ag | PTHR1 ag | HEK293 tox
CCOc1ccc(N2CC(C(=O)Nc3ccncc3)CC2=O)cc1 (stereo unspecified) | -18% | -1 | 5% | 7% | -8% | 10 | ? | -21% | 6%
O=C(c1ccc(Oc2ccccc2)cc1)c1nc2c(n1O)CCCC2 | -20% | -6 | -12% | 3% | 0% | -7 | -5% | -12%[57.5 µM] | 3%
COc1ccc(N2CCN(S(=O)(=O)CCNC(=O)Cc3ccc(Cl)cc3)CC2)cc1 | . | 12 | 20% | -4% | . | . | . | i | 1%
Nc1nc2c(ncn2[C@@H]2O[C@H](CNC(=O)[C@H](N)C3CCCCC3)[C@@H](O)[C@H]2O)c(=O)[nH]1 | -2% | -8 | 8% | 26% | 6% | -17 | -2% | -8% | 1%
Cc1cc(=O)[nH]c(SCC(=O)NC2CCCCCC2)n1 | 0% | 0 | 9% | 13% | -2% | 13 | -6% | -20% | 9%
COc1ccc(C2Sc3ccccc3NC3=C2C(=O)c2ccccc23)c(OC)c1OC (stereo unspecified) | . | -21 | 0% | ? | . | . | . | i | ?
O=C(CSc1nc2ccc(N3CCOCC3)cc2c(=O)n1CCc1ccccc1)NCC1CCCO1 (stereo unspecified) | 4% | 15 | 13% | -1% | 0% | 8 | 7% | i | -1%
O=C(CNC(=O)c1ccc(Cl)cc1Cl)NCCCn1ccnc1 | 6% | 2 | 2% | 1% | 7% | 14 | -11% | i | 1%
CC(C)C(=O)Nc1ccc(C(=O)CN2C(=O)NC3(CCOc4ccccc43)C2=O)cc1 (stereo unspecified) | -6% | -3 | 20% | -8% | 0% | -7 | 3% | i | 1%
CC(C)(C)NC(=O)C(c1ccc(-c2ccccc2)cc1)N(C[C@H]1CC[C@@H]([C@@H]2CC[C@H](CO)O2)O1)C(=O)c1ccccc1F (stereo partly specified) | 7% | 10 | 4% | -23% | 0% | 16 | -3% | i | -7%
O=C(Nc1ccc(Br)cc1)N1CCCCC1 | -6% | 5 | ? | 3%[0.307 µM] | -3% | 12 | -1% | -3% | 8%[0.307 µM]
O=C(Nc1ccc2c(c1)OCCO2)C(C1CC1)n1c(=O)c(-c2ccco2)nc2ccccc21 (stereo unspecified) | 9% | 3 | ? | 7% | -6% | 1 | . | -20% | -1%
CCOc1ccccc1OCCC(=O)NNC(=O)Cn1nc(C)cc1C | 4% | 0 | -16% | 13% | 3% | 8 | 13% | i | 1%
O=C(OCC(=O)N1CCN(C(=O)c2ccco2)CC1)c1cc(-c2ccccc2)nc2ccccc12 | 22% | 6 | ? | ? | 4% | 67 | -8% | -9%[57.5 µM] | ?
CSc1nc(C)c(Cl)c(C)c1C#N | -1% | -4 | 15% | 0% | 14% | -1 | 2% | i | 4%
COC(=O)N1CCCCC1c1cc(C(=O)NCc2cccnc2)no1 (stereo unspecified) | -6% | 1 | 21% | 3% | 4% | 8 | -2% | -9% | 8%
CCNC(=O)N(C)C[C@H]1N[C@@](CC)(C(=O)OC)[C@H]2C(=O)N(C)C(=O)[C@@H]12 | -2% | 8 | 5% | 13% | 18% | 24 | 2% | -12% | -3%
CCCCCCCCSc1nnc(CSc2nc3nc(C)cc(C)n3n2)o1 | -5% | 4 | ? | -25% | 2.6µM* | -1 | 0% | -46%[inhibitor] | -11%
NC(=O)COC(=O)c1cc(-c2ccco2)nc2ccccc12 | 9% | 5 | -19% | 23% | 2% | -16 | 24% | -8% | -4%
CCc1ccc(OCC(=O)NNC(=O)c2c(CC)noc2C)cc1 | -9% | 5 | 18% | 4% | 5% | 0 | -6% | -2% | 14%
CN(Cc1c(C(=O)N/N=C/c2cccc(O)c2)nnn1-c1nonc1N)C1CCCCC1 | -8% | -5 | -10% | ? | ? | -23 | -6% | -2% | -2%
N#CCCN(Cc1cccnc1)C(=S)NCc1ccco1 | -7% | 14 | 0% | -1% | ? | 6 | -2% | -23% | -1%
CCC(=O)NC(=S)Nc1ccc(NC(=O)c2ccc([N+](=O)[O-])cc2)cc1 | 0% | 0 | -18% | 6% | 18% | 3 | -7% | i | -14%
Nc1nnnn1/N=C/c1ccccc1 | -3% | 6 | -4% | 12% | -30% | -3 | 6% | 29% | 4%
COCCCN(C(=O)c1cc2c(s1)CCC2)c1c(N)n(Cc2ccccc2)c(=O)[nH]c1=O | -2% | -1 | 9% | 0% | ? | 12 | 2% | i | 6%
Nc1nn2cc(-c3ccc(Br)cc3)nc2c2ccccc12 | -17% | 3 | ? | ? | -6% | 7 | -5% | -29% | 1%
CC(C)Oc1ccc(CNC(=O)c2cnc3sc(N4CCCC4)nn3c2=O)cc1 | . | 10 | 14% | 11% | . | . | . | -14% | -4%
Cc1ccccc1N1CC(C(=O)Nc2nnc(SCc3ccccn3)s2)CC1=O (stereo unspecified) | -6% | 0 | -2% | 2% | 11% | 3 | -5% | -19% | 8%
COc1ccccc1NC(=O)Nc1ccc(NC(=O)c2ccccc2O)cc1 | -7% | -14 | -4% | ? | 2% | -25 | 1% | -87%[inhibitor] | ?
C#Cc1ccc(NC(=O)C2(C)CCN2C(=O)Cc2ccc(C(C)(C)C)cc2)cc1 (stereo unspecified) | 1% | -1 | 22% | ? | -7% | -19 | 3% | -27% | 2%
O=C(CN1C(=O)NC2(CCOc3ccccc32)C1=O)c1ccc(Cl)s1 (stereo unspecified) | 5%[1.84 µM] | -4 | 13% | ? | ? | 0 | -3% | i | 1%
CCN(CC)CCCn1c(=S)[nH]c2cc(Cl)ccc2c1=O | -2% | -10 | -26% | 0% | -19% | -13 | -2% | i | -34%
O=C(NCC(c1ccc2c(c1)OCO2)N1CCN(c2ccccc2)CC1)C(=O)Nc1ccccc1F (stereo unspecified) | . | 9 | 8% | 2% | -9% | . | . | 9% | 15%
CCc1cc(C(=O)OC)c(NC(=O)CSc2nccn2C)s1 | 9% | 2 | 20% | 6% | ? | -8 | 0% | -9% | 1%
CC1CCN(S(=O)(=O)c2ccc3[nH]cc(C(=O)NCCN4CCOCC4)c(=O)c3c2)CC1 | 1% | -6 | -2% | -17% | 6% | ? | 6% | i | 16%
CCN(CC)S(=O)(=O)c1ccc(NC(=O)COC(=O)c2ccc(Br)o2)cc1 | 4% | -2 | -3% | 4% | 13% | -20 | 2% | -5%[57.5 µM] | -13%
CC1CCc2sc(C(=O)NNC(=O)c3ccncc3)cc2C1 (stereo unspecified) | 0% | -20 | -7% | 17% | 13% | -21 | 12% | -3% | 6%
COC(=O)CC1NCCc2cc(OC)c(OC)cc21 (stereo unspecified) | 0% | -11 | 10% | 3% | ? | -11 | -7% | i | 1%
Fc1ccccc1/C=N/Nc1ncnc2nc[nH]c12 | -5% | 1 | 6% | 64%[activator] | -18% | -4 | 15% | -21% | 1%
CCn1c(SCC(=O)NNC(=O)c2ccccc2)nnc1-c1ccco1 | -1% | -5 | -5% | -15% | -4% | -1 | 1% | i | -8%
CCCNC(=O)C1(C)CCCN(C(=O)c2cc(C)n(C(C)(C)C)n2)C1 (stereo unspecified) | -2% | 2 | 2% | -20% | 5% | 10 | -3% | i | 1%

Filtered by structure: those above with a furan ring, fused or not.
SMILES | aSyn rescue | DRD3 agonist | TDP43 rescue | GLP1R inv ag | KB-V1 cytotox | D3 antag | GLP1R ag | PTHR1 ag | HEK293 tox
O=C(Nc1ccc2c(c1)OCCO2)C(C1CC1)n1c(=O)c(-c2ccco2)nc2ccccc21 (stereo unspecified) | 9% | 3 | ? | 7% | -6% | 1 | . | -20% | -1%
O=C(OCC(=O)N1CCN(C(=O)c2ccco2)CC1)c1cc(-c2ccccc2)nc2ccccc12 | 22% | 6 | ? | ? | 4% | 67 | -8% | -9%[57.5 µM] | ?
NC(=O)COC(=O)c1cc(-c2ccco2)nc2ccccc12 | 9% | 5 | -19% | 23% | 2% | -16 | 24% | -8% | -4%
N#CCCN(Cc1cccnc1)C(=S)NCc1ccco1 | -7% | 14 | 0% | -1% | ? | 6 | -2% | -23% | -1%
CCN(CC)S(=O)(=O)c1ccc(NC(=O)COC(=O)c2ccc(Br)o2)cc1 | 4% | -2 | -3% | 4% | 13% | -20 | 2% | -5%[57.5 µM] | -13%
CCn1c(SCC(=O)NNC(=O)c2ccccc2)nnc1-c1ccco1 | -1% | -5 | -5% | -15% | -4% | -1 | 1% | i | -8%

These rows are one share of the data; rates above refer to the full screens.
